OXTR potentiator: human OXTR potentiators, primary screen, fluorescence, CHO-OTR cells, Fluo-8 calcium | Fluo-8 calcium fluorescence, potentiator mode; 0% = oxytocin EC15, 100% = EC100 | activation, % at 3 µM | 0.061% of 320,000 active;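 active = activation above that plate's cutoff, the mean activation of tested compounds plus 3 SD, cut at about 6.6% in these data, passing the limit was not always enough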;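 note: 100% uses oxytocin at 75 nM as the full agonist control; some results filed as inactive read as strong as hits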
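System: human OTR in CHO cells / Also added: sub-maximal oxytocin, roughly EC15 / Control set: EC15 oxytocin low, 75 nM oxytocin high / Schedule: 6 min compound pre-incubation at room temperature, 100 s kinetic read / Compound: single-point 3.0 µM / Replication: singlicate / Technique: Fluo-8 calcium dye fluorescence / Read-out basis: % activation of max/min ratio relative to oxytocin controls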
MEKK2 WT-MEK5: modulators of MEK5 binding to wildtype MEKK2, primary screen, biochemical, multiplex bead flow cytometry, Alexa488-MEK5; Mitogen-activated protein kinase kinase kinase 2 (Homo sapiens), Q9Y2U5; Alexa488-MEK5 binding to MEKK2 WT; actives lie on both sides; binding response (% of control), % at 10 µM; 1.1% of 290,000 active; AID 1531, 2009; in the data active = binding response below about 67% or above about 130%
PfM18AAP inh: PfM18AAP inhibitors, malaria aminopeptidase, primary screen, biochemical, QFRET, recombinant enzyme. M18 aspartyl aminopeptidase (Plasmodium falciparum 3D7). H-Glu-NHMec fluorogenic cleavage. inhibition, % at 7.35 µM. 1.2% of 290,000 active. AID 1822, 2009;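 active = inhibition above the campaign mean inhibition over all tested compounds plus 3 SD, cut at about 28% in these data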;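 note: 0% = plate median of test compound wells and 100% = 2 mM ZnCl2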
NALP1 inh: NALP1 inflammasome inhibitors in reconstituted yeast, colorimetric, S. cerevisiae, triplicate retest; S. cerevisiae NALP1/ASC/caspase-1 growth, X-gal OD620, 72 h; inhibition, % at 10 µM; 0.61% of 280,000 active; AID 2071, 2009; in the data active = inhibition mostly above about 24%, no sharp cut-off; inactive = mostly below about 32%; note: some compounds called inactive have numbers as strong as hits
MEKK2mut PB1 HTS: MEK5 binding signal on mutant MEKK2 PB1, primary screen, biochemical, multiplex bead flow cytometry, Alexa488-MEK5. 0.35% of 290,000 active. percent response, % at 10 µM. AID 1530, 2009. Alexa488-MEK5 binding to MEKK2 mutant; in the data active = percent response above about 24%, passing the limit was not always enough; note: inactives centre near 1; some results filed as inactive read as strong as hits
GPR7 antag: GPR7 receptor antagonists, primary screen, cell-based, fluorescence, single concentration; GPR7-expressing cells, fluorescence antagonist assay; 1.1% of 290,000 active; inhibition, % at 4.4 µM; Neuropeptides B/W receptor type 1 (Homo sapiens), P48145; in the data active = inhibition above about 16%, passing the limit was not always enough;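 note: cells stimulated with the agonist NPW; 0% = agonist with vehicle and 100% = vehicle without agonist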
Target sequence (P48145 whole entry, looked up): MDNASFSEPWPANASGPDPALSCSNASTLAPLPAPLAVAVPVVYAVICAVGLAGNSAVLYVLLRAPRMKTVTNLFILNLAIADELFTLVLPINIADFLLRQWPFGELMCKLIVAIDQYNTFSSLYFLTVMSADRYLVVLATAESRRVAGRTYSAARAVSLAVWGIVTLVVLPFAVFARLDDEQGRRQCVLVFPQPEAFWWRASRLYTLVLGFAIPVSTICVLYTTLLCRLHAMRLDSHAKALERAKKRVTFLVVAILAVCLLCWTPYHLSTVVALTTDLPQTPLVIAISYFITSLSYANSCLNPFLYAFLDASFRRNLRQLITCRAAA
GalR3 antag: GalR3 antagonists in HEK293 cells, primary screen, cell-based, fluorescence readout. Galanin receptor type 3 (Homo sapiens), O60755. HEK293 GalR3-CNG cAMP membrane potential fluorescence; galR3 body fused to GalR1 C-terminus. inhibition, % at 3 µM. 0.44% of 360,000 active;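 active = inhibition above the screen-wide average plus 3 SD, cut at about 13% in these data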;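 note: forskolin and galanin both at EC90 stimulate the cells; cAMP rise reported by CNG channel membrane potential dye signal; 0% = forskolin plus galanin with DMSO and 100% = forskolin alone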
Target sequence (O60755 1-299 limits assumed): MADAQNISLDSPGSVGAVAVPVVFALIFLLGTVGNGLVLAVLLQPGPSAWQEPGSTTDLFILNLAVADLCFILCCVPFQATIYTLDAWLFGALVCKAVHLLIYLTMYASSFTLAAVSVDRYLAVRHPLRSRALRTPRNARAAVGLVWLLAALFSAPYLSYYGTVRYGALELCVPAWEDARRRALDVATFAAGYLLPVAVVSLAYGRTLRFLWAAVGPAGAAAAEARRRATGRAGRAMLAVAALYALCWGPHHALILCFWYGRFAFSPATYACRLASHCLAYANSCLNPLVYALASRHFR
V1aR counter: agonists of human V1a receptor, primary screen, counter-screen for OXTR agonist project, fluorescence, CHO-V1R cells. Vasopressin V1a receptor (Homo sapiens), P37288. Fluo-8 calcium fluorescence, agonist mode; 0% DMSO, 100% 3 nM vasopressin. activation, % at 3 µM. 0.25% of 320,000 active;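 active = activation above the mean activation of all tested compounds plus 3 SD, per screening run, cut at about 20% in these data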;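 note: signal is peak over basal fluorescence ratio across a 100 second FLIPR read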
Target sequence (P37288 whole entry, looked up): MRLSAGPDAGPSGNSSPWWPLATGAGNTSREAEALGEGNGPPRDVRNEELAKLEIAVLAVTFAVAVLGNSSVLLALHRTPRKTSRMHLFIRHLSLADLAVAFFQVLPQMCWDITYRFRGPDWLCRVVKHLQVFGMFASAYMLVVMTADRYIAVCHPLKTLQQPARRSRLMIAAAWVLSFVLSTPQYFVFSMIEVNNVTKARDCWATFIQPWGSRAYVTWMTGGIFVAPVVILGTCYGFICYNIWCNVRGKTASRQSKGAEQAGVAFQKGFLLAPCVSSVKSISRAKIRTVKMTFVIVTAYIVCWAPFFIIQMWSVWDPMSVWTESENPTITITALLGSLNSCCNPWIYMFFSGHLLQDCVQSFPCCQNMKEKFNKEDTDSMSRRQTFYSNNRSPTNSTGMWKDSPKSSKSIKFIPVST
OXTR agonist: human OXTR agonists, primary screen, fluorescence, CHO-OTR cells, Fluo-8 calcium; Fluo-8 calcium fluorescence; normalized: DMSO 0%, oxytocin 100%; activation, % at 3 µM; 0.32% of 320,000 active;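 active = activation above the mean of all tested compounds plus 3 SD, cutoff set per screening run, cut at about 20% in these data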;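 note: peak over basal fluorescence ratio from a 100 s FLIPR kinetic read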
* marks the source's active call; other numbers are inactive results; . = no result given. No enrichment for hits. Share with any hit: about 4.1%.

Keys: A = OXTR potentiator; B = MEKK2 WT-MEK5; C = PfM18AAP inh; D = NALP1 inh; E = MEKK2mut PB1 HTS; F = GPR7 antag; G = GalR3 antag; H = V1aR counter; I = OXTR agonist
CS(=O)(=O)NNC(=O)CN1C(=O)C2C3C=CC(C3)C2C1=O (configuration not stated)
  A = -6	B = 100	C = 2	D = -8	E = 0	F = 0	G = -3	H = 0.6	I = 0.2

O=C(NC1CCCCC1)c1cccc(COCC(F)(F)F)c1
  A = -1	B = 97	C = -6	D = -58	E = -3	F = -5	G = 1	H = 0.4	I = -1.5

CCC1S/C(=N/N=C/c2ccco2)N(Cc2ccccc2)C1=O (configuration not stated)
  A = -12	B = 115	C = -3	D = 22	E = 8	F = -7	G = -1	H = -1.7	I = -1.9

COc1nc(-c2ccc(Cl)cc2)ccc1-c1noc(-c2cccs2)n1
  A = -2	B = 97	C = 7	D = 25	E = -3	F = -1	G = -3	H = 0.5	I = 0.2

COc1ccc(-c2cc(C(=O)NCc3cccnc3)no2)cc1
  A = -1	B = 103	C = 4	D = -2	E = 8	F = 18*	G = -8	H = 0.2	I = 0.1

COc1cc2c(cc1OC)CN(C(=S)Nc1ccc(OC(F)F)cc1)CC2
  A = -7	B = 95	C = 1	D = 5	E = -10	F = -3	G = -4	H = 10	I = 17

O=C(NCC(c1cccnc1)N1CCN(c2ccccc2)CC1)OCc1ccccc1 (configuration not stated)
  A = -6	B = 98	C = 4	D = 24	E = 10	F = -2	G = -6	H = 6.7	I = 3.0

CCCn1c(=O)n(C)c(=O)c2c(SCC(=O)NCc3ccco3)nc(C3CC3)nc21
  A = -19	B = 100	C = 8	D = -11	E = 1	F = -5	G = .	H = -1.5	I = -2.0

Cc1ccc(S(=O)(=O)NCc2ccc3c(c2)OCO3)cc1C
  A = -11	B = 98	C = -12	D = 14	E = 8	F = 13	G = -12	H = 3.2	I = -1.7

N#C/C(=C\Nc1ccccc1SC(F)(F)F)c1nc(-c2ccc(Cl)cc2)cs1
  A = 0	B = 102	C = -1	D = 24	E = 12	F = -7	G = -3	H = 0.1	I = 0.3

COc1ccc(CCn2c(NCc3ccco3)nc3c2c(=O)[nH]c(=O)n3C)cc1
  A = -18	B = 102	C = -12	D = 0	E = 5	F = -15	G = 0	H = 2.1	I = 3.6

CN(C(=O)Cn1c(=O)oc2cc(S(=O)(=O)N3CCCC3)ccc21)C1CCCCC1
  A = -6	B = 100	C = -7	D = -1	E = 2	F = -7	G = -4	H = 1.9	I = 1.8

Oc1cccc(N2Cc3ccccc3C2)c1
  A = -11	B = 97	C = 10	D = 0	E = 2	F = -1	G = .	H = -0.3	I = -0.7

CCOC(=O)N1CCN(C(=O)C2CC(=O)N(c3ccccc3)C2)CC1 (configuration not stated)
  A = -5	B = 104	C = -2	D = 22	E = 3	F = 13	G = -4	H = 0.8	I = -0.2

Cn1c(=O)[nH]c(=O)c2c1nc(SCCN1CCCCC1)n2CCCc1ccccc1
  A = -4	B = 109	C = 55*	D = 3	E = 10	F = -6	G = -1	H = 0.4	I = -1.1

Compound profiles, as listed above:
Entry for Oc1cccc(N2Cc3ccccc3C2)c1 = OXTR potentiator = -11; MEKK2 WT-MEK5 = 97; PfM18AAP inh = 10; NALP1 inh = 0; MEKK2mut PB1 HTS = 2; GPR7 antag = -1; GalR3 antag = .; V1aR counter = -0.3; OXTR agonist = -0.7
Entry for CCC1S/C(=N/N=C/c2ccco2)N(Cc2ccccc2)C1=O (configuration not stated) = OXTR potentiator = -12; MEKK2 WT-MEK5 = 115; PfM18AAP inh = -3; NALP1 inh = 22; MEKK2mut PB1 HTS = 8; GPR7 antag = -7; GalR3 antag = -1; V1aR counter = -1.7; OXTR agonist = -1.9

Next structures follow:
Keys: A = OXTR potentiator; B = MEKK2 WT-MEK5; C = PfM18AAP inh; D = NALP1 inh; E = MEKK2mut PB1 HTS; F = GPR7 antag; G = GalR3 antag; H = V1aR counter; I = OXTR agonist
COc1ccc(CCNC(=O)C(=O)NCC2OCCN2S(=O)(=O)c2ccc3c(c2)OCCO3)cc1 (configuration not stated)
  A = -17	B = 90	C = 4	D = 19	E = -5	F = -5	G = -4	H = 4.0	I = 2.5

CCc1ccccc1NS(=O)(=O)c1c(C(=O)N2CCCCCC2)c(C)n(C)c1C
  A = -12	B = 95	C = -1	D = 8	E = -1	F = -3	G = -5	H = 0.5	I = -0.3

O=C(Nc1cccc2oc(=O)ccc12)c1ccc([N+](=O)[O-])cc1[N+](=O)[O-]
  A = -15	B = 86	C = -7	D = 22	E = -5	F = -12	G = -6	H = 0.4	I = -1.6

COC(=O)c1cccc(NC(=O)COC(=O)CSc2nc(C)cc(C)n2)c1
  A = -11	B = 108	C = -5	D = 15	E = 10	F = -1	G = -6	H = 0.5	I = 0.2

O=C(COc1ccc(Br)cc1)Nc1ccc(Cc2ccncc2)cc1
  A = -14	B = 105	C = 0	D = 11	E = 3	F = 3	G = -6	H = 7.0	I = 8.4

C[C@@]12C(=O)N(c3cccc(Br)c3)C(=O)N1[C@H](c1ccc(Cl)cc1)[C@@H]1C(=O)N(C3CCCCC3)C(=O)[C@@H]12
  A = -8	B = 92	C = 0	D = 21	E = -7	F = 4	G = .	H = 2.5	I = 2.0

O=C(C1CCCN(S(=O)(=O)c2cnc[nH]2)C1)N1CCN(c2ccc(Cl)cc2)CC1 (configuration not stated)
  A = -6	B = 112	C = -2	D = 26	E = 5	F = -7	G = -2	H = -0.2	I = -0.6

C[C@H](NC(=O)c1nc[nH]c1C(=O)NCc1ccccc1)c1ccccc1
  A = -5	B = .	C = .	D = .	E = .	F = .	G = -8	H = -1.1	I = -0.3

O=C(NC1CCCc2ccccc21)C1CCCN(S(=O)(=O)c2cnc[nH]2)C1 (configuration not stated)
  A = -5	B = 106	C = 12	D = -21	E = 4	F = 7	G = 0	H = 0.5	I = 0.2

O=C(NC1=NCCS1)c1ccc(Cl)c(S(=O)(=O)N2CCc3ccccc32)c1
  A = -4	B = 101	C = -1	D = .	E = 1	F = -9	G = -1	H = 0.7	I = 2.7

COc1ccccc1N1CCN(C(=O)c2ccc(NC3=NC4CS(=O)(=O)CC4S3)cc2)CC1 (configuration not stated)
  A = -2	B = 98	C = 4	D = -7	E = -6	F = -7	G = .	H = 0.7	I = -0.6

Cn1c(CN2CCOCC2)nnc1SCC(=O)NC1CCCCC1
  A = -6	B = 100	C = 0	D = -10	E = -2	F = -12	G = 5	H = -0.8	I = 0.9

COc1ccc(OC)c(CNc2ccc([N+](=O)[O-])cc2C)c1
  A = -18	B = 105	C = 6	D = 6	E = -1	F = -1	G = 0	H = -0.4	I = -2.8

Cc1ccc(-c2csc(NC(=O)C3=NN(C4CCS(=O)(=O)C4)C(=O)CC3)n2)cc1 (configuration not stated)
  A = -2	B = 107	C = -3	D = .	E = -2	F = -7	G = -3	H = 0.2	I = 1.1

Cc1cc(C)cc(N=C2SC(CC(=O)Nc3ccccc3)C(=O)N2CCN2CCOCC2)c1 (configuration not stated)
  A = -20	B = 108	C = 3	D = -5	E = 0	F = 9	G = -1	H = 0.1	I = 1.0

Among those listed so far, three contain fluorine:
Keys: A = OXTR potentiator; B = MEKK2 WT-MEK5; C = PfM18AAP inh; D = NALP1 inh; E = MEKK2mut PB1 HTS; F = GPR7 antag; G = GalR3 antag; H = V1aR counter; I = OXTR agonist
O=C(NC1CCCCC1)c1cccc(COCC(F)(F)F)c1
  A = -1	B = 97	C = -6	D = -58	E = -3	F = -5	G = 1	H = 0.4	I = -1.5

COc1cc2c(cc1OC)CN(C(=S)Nc1ccc(OC(F)F)cc1)CC2
  A = -7	B = 95	C = 1	D = 5	E = -10	F = -3	G = -4	H = 10	I = 17

N#C/C(=C\Nc1ccccc1SC(F)(F)F)c1nc(-c2ccc(Cl)cc2)cs1
  A = 0	B = 102	C = -1	D = 24	E = 12	F = -7	G = -3	H = 0.1	I = 0.3

Going on with the list:
Keys: A = OXTR potentiator; B = MEKK2 WT-MEK5; C = PfM18AAP inh; D = NALP1 inh; E = MEKK2mut PB1 HTS; F = GPR7 antag; G = GalR3 antag; H = V1aR counter; I = OXTR agonist
COc1ccc(NC(=O)c2sc3nc(C)cc(C)c3c2N)cc1
  A = -9	B = 97	C = 5	D = -13	E = 1	F = 3	G = -12	H = 0.1	I = 0.0

O=C1NC2(NN1c1ccccc1)C1CC3CC(C1)CC2C3 (configuration not stated)
  A = -17	B = 102	C = 23	D = -2	E = 6	F = -14	G = 0	H = 0.8	I = -0.4

Cc1ccc(C(=O)N2CCc3ccccc32)cc1[N+](=O)[O-]
  A = 4	B = 100	C = -5	D = 13	E = 2	F = -5	G = -7	H = 0.2	I = -0.1

O=C(NCc1ccco1)/C(=C\c1cccs1)NC(=O)c1ccco1
  A = -3	B = 91	C = -4	D = 3	E = -3	F = 8	G = -6	H = 0.5	I = 1.6

C[C@H]1CN=C(N(C)C)N1CCc1cccc(F)c1
  A = 1	B = .	C = .	D = .	E = .	F = .	G = -8	H = 0.7	I = 0.5

CN(C)S(=O)(=O)c1ccc(C(=O)Nc2nnc(-c3ccco3)o2)cc1
  A = -1	B = 93	C = 4	D = -2	E = -10	F = -3	G = -1	H = -0.3	I = 0.2

COc1cc(OC)cc(C(=O)N=c2sc3ccccc3n2C)c1
  A = -6	B = 92	C = 5	D = 15	E = -12	F = -13	G = -3	H = 0.4	I = -0.1

Cc1cccc(C)c1N(CC(=O)NC1CCCCC1)C(=O)c1csnn1
  A = -10	B = 99	C = 2	D = 21	E = -2	F = 2	G = -2	H = -0.1	I = 0.3

CC(C)c1ccc(NC(=O)COC(=O)[C@H](CCC(N)=O)NC(=O)c2ccc(F)cc2)cc1
  A = -7	B = 110	C = 0	D = 17	E = 30	F = -7	G = -3	H = 1.8	I = 0.2

CCCCOc1ccc(/C(O)=C2/C(=O)C(=O)N(CCN(C)C)C2c2ccc(O)c(OC)c2)cc1 (configuration not stated)
  A = -2	B = 108	C = 13	D = 24	E = 5	F = -4	G = -3	H = 1.3	I = 1.0

O=C(c1ccccc1)c1ccc(C(=O)N2CCN(c3ccc(O)cc3)CC2)cc1
  A = -5	B = .	C = .	D = .	E = .	F = .	G = -6	H = 0.6	I = -0.3

CCN(CC(=O)Nc1cc(Cl)ccc1C)C(=O)CCS(=O)(=O)c1ccc(C)cc1
  A = -2	B = .	C = .	D = .	E = .	F = .	G = -3	H = -1.1	I = -1.8

O=C(CSc1nc2ccccc2s1)N/N=C/c1ccco1
  A = 3	B = 101	C = -3	D = 35	E = -1	F = 4	G = -8	H = 0.8	I = 0.0

O=Cc1cn(-c2ccccc2)nc1-c1ccncc1
  A = 2	B = 102	C = 1	D = 9	E = 1	F = -19	G = 2	H = 0.2	I = -0.3

Bioassay records deposited in PubChem by several laboratories.
